Screening data: PubChem, several laboratories
Myeloid diff 2 – induction of myeloid progenitor differentiation, primary screen, cell-based, flow cytometry, MLPCN library; calls only at 10 µM; ER-HoxA9 myeloid progenitors, lysozyme-GFP differentiation; 360,000 tested, 1% active; AID 624256, 2012;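 active means normalized GFP-positive differentiation at or above the plate's own cutoff, the solvent-only control mean plus 3 SD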;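 further: cells exposed to compound for four days before flow analysis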
PMI inhibitors – inhibitors of human PMI, primary screen, biochemical, fluorescence intensity, coupled assay (AID 1209). purified PMI enzyme, coupled fluorescence intensity; higher % means a stronger effect. 190,000 tested, 0.42% active. Mannose-6-phosphate isomerase (Homo sapiens). inhibition, % at 20 µM; hits with a dose series show IC50 in µM;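 further: plate controls were DMSO vehicle for no effect and wells lacking substrate for full effect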
TNAP activators – human TNAP enzyme activators, primary screen, biochemical, luminescent, no phosphate acceptor, uHTS (AID 1001) | purified TNAP, luminescent activation assay, no phosphate acceptor; higher activation fold means a stronger effect | activation fold at 20 µM; hits with a dose series show EC50 in µM | 200,000 tested, 0.03% active; in the data active means activation fold from about 3, or a potency from the dose series; inactive means the rest, 99 in 100 with activation fold below about 1.6; further: many of its hits are not listed in these tables
XIAP antagonists – XIAP antagonists, biochemical, IAP family, fluorescence polarization (AID 1018); E3 ubiquitin-protein ligase XIAP (Homo sapiens); XIAP BIR domain, fluorescence polarization peptide displacement; higher % means a stronger effect; displacement, % at 20 µM; hits with a dose series show IC50 in µM; 200,000 tested, 0.007% active; in the data active means displacement above about 50%; further: a part of the inactive calls stands beside numbers as strong as those of hits
M1AAP inhibition – P. falciparum M1AAP inhibitors, biochemical, fluorogenic H-Leu-NHMec substrate, 1536-well (AID 1445). Aminopeptidase N (Plasmodium falciparum (isolate 3D7)). recombinant M1AAP, H-Leu-NHMec fluorogenic kinetic assay; higher % means a stronger effect. inhibition, % at 30 µM; hits with a dose series show IC50 in µM. 220,000 tested, 0.42% active;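 active means primary inhibition above the hit cutoff, then over 50% inhibition at one or more dose response concentrations, cut at about 23% in these data, passing the limit was not always enough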;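 further: plate controls were DMSO full reaction for no effect and no enzyme background for full effect; strong numbers were not always called active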
PMI inhibition – human PMI inhibitors, high substrate, primary screen, biochemical, fluorescence intensity, high mannose 6-phosphate (AID 1220); recombinant PMI enzyme, coupled fluorescence intensity; higher % means a stronger effect; one-dose inhibition, % at 20 µM; IC50 in µM for titrated hits; 190,000 tested, 0.66% active
M17LAP inhibition – P. falciparum M17LAP inhibitors, primary screen, biochemical, fluorogenic H-Leu-NHMec substrate, 1536-well (AID 1619). Leucine aminopeptidase (Plasmodium falciparum (isolate 3D7)). recombinant M17LAP, H-Leu-NHMec fluorogenic kinetic assay; higher % means a stronger effect. one-dose inhibition, % at 30 µM; IC50 in µM for titrated hits. 220,000 tested, 0.38% active;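 active means compound inhibiting the enzyme by more than half at any dose during confirmatory dose-response retesting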;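 further: plate controls were full reaction with DMSO carrier for no effect and no enzyme background for full effect; strong numbers were not always called active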
CSM14.1 death rescue – rescue of cells from ER stress-induced death, primary screen, 384-well, CSM14.1, thapsigargin, ATP luminescence (AID 1222); CSM14.1 thapsigargin-induced death rescue, ATP luminescence; higher % means a stronger effect; cellular ATP content (survival), % at 20 µM; hits with a dose series show EC50 in µM; 190,000 tested, under 10 active;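 active means EC50 below 50 µM in the dose-response confirmation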;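 further: death triggered by thapsigargin at about 15 µM added after 2 h compound pretreatment; cell ATP read after overnight thapsigargin exposure of roughly 18 to 22 hours; normalized against plate controls of thapsigargin alone and 5% DMSO vehicle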
LYP phosphatase – inhibitors of LYP phosphatase, biochemical, fluorescence intensity, uHTS (AID 1779); Tyrosine-protein phosphatase non-receptor type 22 (Homo sapiens); recombinant LYP phosphatase, fluorescence intensity; higher % means a stronger effect; inhibition, % at 11.5 µM; hits with a dose series show IC50 in µM; 290,000 tested, 0.054% active;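 further: plate controls were vehicle with enzyme for no effect and no enzyme for full effect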
Myeloid diff 2 GFP+ MAC1+ % – also measured in Myeloid diff 2; calls as there; GFP+ MAC1+ double positive, %; measured here: differentiation confirmed by MAC1 staining
The depositor's hits bear a star; i = inactive; x = not tested or not shown. Unless noted, no stated cut-off is given here; in the data, active means inhibition above about 50%; inactive means the rest.

SMILES	Myeloid diff 2	Myeloid diff 2 GFP+ MAC1+ %	PMI inhibitors	TNAP activators	XIAP antagonists	M1AAP inhibition	PMI inhibition	M17LAP inhibition	CSM14.1 death rescue	LYP phosphatase
O=c1[nH]c(CSc2nnc3ccccn23)nc2cc(C(F)(F)F)ccc12	x	x	-9%	1.1	-2.8%	9%	-10%	4%	-0.1%	-7%
CCOC(=O)c1nn(-c2sc(C(=O)OC)c(C)c2C(=O)OC)cc1O	i	1.8	10%	1.1	-7.8%	9%	12%	-8%	-2.1%	2%
O=C(CCCCn1c(=O)c2ccccc2n(Cc2ccc(F)cc2)c1=O)NCc1ccco1	i	1.7	-4%	1.1	-6.2%	8%	-15%	19%	-4.1%	10%
O=C(CC1SC(=NCc2ccccc2)NC1=O)Nc1ccccc1 (stereo not drawn)	i	0.8	2%	0.9	-7.1%	-2%	-3%	7%	-3.9%	-5%
COC(=O)c1c(NS(=O)(=O)c2cccs2)sc2c1CCCC2	i	0.8	1%	1.1	-2.1%	10%	-18%	-10%	-2.5%	3%
CCC(C)C(NC(=O)c1ccc(Cl)cc1)C(=O)O (stereo not drawn)	i	1.0	14%	1	-17%	14%	8%	29%	-0.4%	-5%
CCCCN(C)C(=S)Nc1ccsc1C(=O)OC	i	0.3	-2%	1	-7.9%	-3%	3%	-3%	4.5%	-7%
CCOc1cccc(-c2nnc3sc(COc4ccc(OC)cc4)nn23)c1	i	1.6	20%	1	-3.4%	10%	25%	7%	1.5%	2%
COc1ccccc1NS(=O)(=O)c1cc(NC(=O)CCNC(C)=O)ccc1C	i	0.2	-24%	0.9	-3.5%	0%	-20%	7%	1.9%	-5%
CC1(C)N(O)CC(c2cccs2)=[N+]1[O-]	i	7.0	0%	1.1	-1.4%	14%	-21%	40%	-1.7%	-4%

Whole records as entered above.
`O=c1[nH]c(CSc2nnc3ccccn23)nc2cc(C(F)(F)F)ccc12` is listed as Myeloid diff 2 = x; Myeloid diff 2 GFP+ MAC1+ % = x; PMI inhibitors = -9%; TNAP activators = 1.1; XIAP antagonists = -2.8%; M1AAP inhibition = 9%; PMI inhibition = -10%; M17LAP inhibition = 4%; CSM14.1 death rescue = -0.1%; LYP phosphatase = -7%
`CCOc1cccc(-c2nnc3sc(COc4ccc(OC)cc4)nn23)c1` is listed as Myeloid diff 2 = i; Myeloid diff 2 GFP+ MAC1+ % = 1.6; PMI inhibitors = 20%; TNAP activators = 1; XIAP antagonists = -3.4%; M1AAP inhibition = 10%; PMI inhibition = 25%; M17LAP inhibition = 7%; CSM14.1 death rescue = 1.5%; LYP phosphatase = 2%
`CCOC(=O)c1nn(-c2sc(C(=O)OC)c(C)c2C(=O)OC)cc1O` is listed as Myeloid diff 2 = i; Myeloid diff 2 GFP+ MAC1+ % = 1.8; PMI inhibitors = 10%; TNAP activators = 1.1; XIAP antagonists = -7.8%; M1AAP inhibition = 9%; PMI inhibition = 12%; M17LAP inhibition = -8%; CSM14.1 death rescue = -2.1%; LYP phosphatase = 2%

The listing picks up, starting two compounds before the break.
SMILES	Myeloid diff 2	Myeloid diff 2 GFP+ MAC1+ %	PMI inhibitors	TNAP activators	XIAP antagonists	M1AAP inhibition	PMI inhibition	M17LAP inhibition	CSM14.1 death rescue	LYP phosphatase
COc1ccccc1NS(=O)(=O)c1cc(NC(=O)CCNC(C)=O)ccc1C	i	0.2	-24%	0.9	-3.5%	0%	-20%	7%	1.9%	-5%
CC1(C)N(O)CC(c2cccs2)=[N+]1[O-]	i	7.0	0%	1.1	-1.4%	14%	-21%	40%	-1.7%	-4%
CCN(CC)CCCOC(=O)c1ccc(OC)cc1O	i	0.3	2%	1	-4.5%	2%	6%	2%	-0.5%	-7%
CCCCOc1ccccc1C1CC(=O)NC2=C1C(=O)CCC2 (stereo not drawn)	i	1.3	4%	1.1	-1.8%	6%	2%	-2%	-0.7%	0%
Cc1ccc(NC(=O)CSc2cccc[n+]2[O-])c([N+](=O)[O-])c1	i	0.2	1%	1.1	-6.4%	13%	6%	3%	-0.9%	-5%
O=c1[nH]cnc2ccccc12	i	2.0	-4%	1	-4.8%	5%	-5%	-1%	-2.1%	-1%
Cc1nc2ccccn2c1C(=O)C(=O)Nc1cc(F)ccc1F	i	1.5	-10%	1.1	-15%	8%	6%	-6%	-0.2%	-3%
O=C(NC1CCN(Cc2ccccc2)CC1)C1CCCN(S(=O)(=O)c2cccc3nonc23)C1 (stereo not drawn)	i	1.0	8%	1	-6.3%	3%	5%	6%	-3.3%	-8%
O=C(/C=C/c1ccc(Cl)cc1Cl)NCc1ccncc1	i	4.4	3%	1.1	-4.7%	4%	3%	5%	-1.3%	-2%
CCOc1ccc(C(=O)CC(=O)C(=O)NCCc2ccc(OC)c(OC)c2)cc1	i	0.7	-1%	1.2	2.8%	7%	-16%	29%	-2.5%	-2%
O=C(Cc1ccc(Cl)cc1)Nc1ccccc1C(=O)Nc1ccc(C(=O)O)cc1	i	0.4	-24%	1.1	-8.1%	3%	-18%	34%	-0.3%	-9%
CC(C)N(CCCNC(=O)CC1Oc2ccccc2NC1=O)Cc1ccccc1 (stereo not drawn)	i	3.3	-13%	0.9	-5.0%	4%	-5%	12%	-2.2%	-2%
COC(=O)c1ccccc1NC(=O)C1CCN(S(=O)(=O)c2cc(OC)ccc2OC)CC1	i	1.1	20%	1.1	-4.4%	2%	20%	4%	x	0%
CN(C)c1nnnn1Cc1ccccc1	i	0.7	-6%	1.1	0.0%	0%	-10%	-4%	-1.6%	3%
O=S(=O)(NCc1ccc(F)cc1)c1ccc2c(c1)OCCO2	i	0.3	5%	0.9	-5.5%	0%	3%	-1%	-1.4%	-5%
Cc1ccccc1-c1nc(P(=O)(c2ccccc2)c2ccccc2)c(N2CCOCC2)o1	i	0.5	x	x	x	4%	x	-1%	x	2%
Cc1cccc(C)c1OCC(O)CN1CCCCC1 (stereo not drawn)	i	0.5	-5%	1	-8.4%	-1%	-1%	4%	-0.4%	-5%
Cn1ncc2nc[nH]c(=O)c21	i	0.9	1%	1.1	-6.0%	0%	0%	8%	-0.8%	-5%
COc1ccc(C)cc1NC(=O)CSc1nnc(COc2ccc(Cl)cc2)n1Cc1ccco1	i	0.7	12%	1.1	-5.5%	10%	9%	5%	0.5%	2%
COc1ccc(N2C(=O)CCC(C(=O)N3CCOCC3)C2c2ccc(F)cc2)cc1 (stereo not drawn)	i	0.6	5%	1.2	-7.2%	9%	5%	5%	-1.1%	-8%
Cc1ccc(-c2csc(NC(=O)CSc3nc4ccccc4o3)n2)cc1	i	0.9	-5%	1	-2.4%	0%	-8%	12%	-2.1%	-4%
O=C(CN(CC1CCCO1)S(=O)(=O)c1ccc(S(=O)(=O)NCC2CCCO2)cc1)Nc1ccccc1 (stereo not drawn)	i	6.3	12%	1	-4.4%	3%	3%	1%	2.2%	-2%
Cc1cc(C)n2nc(SCc3nnc(-c4ccccc4Br)o3)nc2n1	i	1.1	-2%	1.1	-1.8%	2%	1%	-3%	0.3%	-9%
Cc1[nH]c(=O)[nH]c(=O)c1CSc1nnc([C@H](CC(C)C)NC(=O)OC(C)(C)C)o1	i	0.1	-18%	1.1	-10%	1%	-10%	-11%	0.9%	-10%
COc1ccc(NCC(=O)N/N=C/C=C/c2ccccc2[N+](=O)[O-])cc1	i	0.4	12%	1.2	-5.6%	10%	25%	16%	-2.2%	9%
O=C(Nc1ccc(F)cc1)c1cc(S(=O)(=O)Nc2ccc(F)cc2)cs1	i	0.8	16%	1.1	-0.8%	7%	14%	-10%	-2.2%	0%
Cn1nc(C(F)(F)F)cc1C(=O)O	i	0.5	x	x	x	1%	x	7%	x	-11%
CCOC(=O)/C=C/C(=O)OCC(=O)Nc1ccc(C)cc1	i	0.3	-2%	1	-6.3%	6%	-2%	-7%	0.5%	-4%
O=C(/C=C/c1ccccc1)Nc1ccc2c(c1)C(=O)NC2=O	i	5.3	-6%	1.1	-6.3%	9%	-2%	4%	-1.4%	-7%
Cc1ccc2c(CC(=O)NCc3ccc4c(c3)OCO4)coc2c1	i	2.0	2%	1	-0.2%	3%	-10%	15%	1.1%	-7%
Cc1ccc(/C=N/Nc2ncnc3nc[nH]c23)cc1	i	1.0	x	x	x	4%	x	29%	x	-8%
O=C(Nn1cnc2ccccc2c1=O)c1ccccc1	i	0.4	6%	1	-3.7%	5%	-2%	3%	0.4%	-5%
CS(=O)(=O)NCCNc1ncc(C(F)(F)F)cc1Cl	i	0.1	-1%	1	-3.0%	1%	4%	-3%	x	-6%
O=C(Nc1ncc2c(n1)CC(c1ccco1)CC2=O)c1ccccc1 (stereo not drawn)	i	0.7	11%	1	-3.5%	1%	1%	-5%	4.4%	-9%
COC(=O)C1C(=O)C=C(Nc2ccc(F)cc2F)CC1c1ccccc1 (stereo not drawn)	i	0.6	16%	1	-11%	2%	10%	-3%	5.3%	0%
Cc1cc(=O)n(-c2ccc(Cl)cc2)c(=O)[nH]1	i	0.2	3%	1.2	-4.8%	-2%	7%	-6%	2.0%	-3%
O=C(O)c1cc(NC(=O)c2ccc(Cl)c([N+](=O)[O-])c2)cc(C(=O)O)c1	i	0.2	-19%	1.1	0.5%	0%	-21%	-3%	1.1%	-2%
COc1ccc(Cl)cc1Nc1nc(-c2sc(NC(=O)c3ccco3)nc2C)cs1	i	1.8	22%	1	-8.3%	18%	17%	-7%	1.4%	-10%
Cc1cc(=O)oc2cc(OCC(=O)Nc3ccc(S(=O)(=O)N(C)C)cc3)ccc12	i	0.2	x	x	x	1%	x	-38%	x	3%
Cc1cccc(-n2c(-c3ccco3)nc3nc4ccccc4nc32)c1	x	x	8%	1.1	0.1%	16%	11%	7%	0.5%	-17%
O=C(NCc1cccs1)C1CC(c2ccc(Cl)c(Cl)c2)=NO1 (stereo not drawn)	i	0.5	4%	1.1	-1.4%	-3%	9%	-13%	-1.2%	-6%
O=C(NCc1cccs1)C1CCN(S(=O)(=O)c2ccccc2F)CC1	i	0.3	x	x	x	51µM*	x	14%	x	-1%
O=C(COC(=O)CCC1CCCCC1)Nc1ccc(OC(F)F)cc1	i	1.6	11%	1	-2.7%	15%	0%	2%	-1.6%	-1%
O=C(Nc1ccc(F)cc1)c1nc[nH]c1C(=O)Nc1ccccc1[N+](=O)[O-]	i	2.1	12%	1.1	-11%	-3%	12%	-2%	-0.4%	-8%
COC(=O)Nc1ccc(S(=O)(=O)N2c3ccccc3CCC2C)cc1 (stereo not drawn)	i	36	7%	1.1	-4.2%	0%	13%	9%	0.1%	-1%
COc1cc(C(=S)N2CCOCC2)cc(OC)c1OC(=O)c1cc([N+](=O)[O-])c(C)c([N+](=O)[O-])c1	i	1.1	23%	1	-4.8%	1%	26%	5%	-1.2%	6%
